Screens deposited in PubChem BioAssay by National Center for Advancing Translational Sciences (NCATS).
USP1-UAF1 inh = inhibitors of human USP1/UAF1 deubiquitinase; O94782; recombinant USP1/UAF1, Ub-Rhodamine cleavage fluorescence; Potency, µM (titrated, usually from 57.1 µM), for the others: at the highest dose activity change, negative = inhibition, most hits filed as inhibitors; 390,000 tested, 0.23% active; also: potency is read from the fitted curve at half-maximal effect; % is scaled to controls: 0 for no effect and ±100 for the full control effect; nearly all actives have a fitted effect of over 60% in size; inactives centre near -12
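High-throughput fluorogenic screen: 1nM USP1/UAF1 complex, Ub-Rho substrate 150nM final, 50mM HEPES pH 7.8 with 0.5mM EDTA, 0.1 mg/ml BSA, 1mM TCEP and 0.01% Tween-20.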
GLS inh = glutaminase GLS (human) inhibition; GLS enzymatic activity, qHTS titration; Potency, µM (doses to about 45.5 µM), for the others: at the highest dose activity change, negative = inhibition, actives largely listed as inhibitors; 410,000 tested, 0.21% active; AID 624170; also: potency is read from the fitted curve at half-maximal effect; % is scaled to controls: 0 for no effect and ±100 for the full control effect
Target sequence (O94925 whole entry, looked up): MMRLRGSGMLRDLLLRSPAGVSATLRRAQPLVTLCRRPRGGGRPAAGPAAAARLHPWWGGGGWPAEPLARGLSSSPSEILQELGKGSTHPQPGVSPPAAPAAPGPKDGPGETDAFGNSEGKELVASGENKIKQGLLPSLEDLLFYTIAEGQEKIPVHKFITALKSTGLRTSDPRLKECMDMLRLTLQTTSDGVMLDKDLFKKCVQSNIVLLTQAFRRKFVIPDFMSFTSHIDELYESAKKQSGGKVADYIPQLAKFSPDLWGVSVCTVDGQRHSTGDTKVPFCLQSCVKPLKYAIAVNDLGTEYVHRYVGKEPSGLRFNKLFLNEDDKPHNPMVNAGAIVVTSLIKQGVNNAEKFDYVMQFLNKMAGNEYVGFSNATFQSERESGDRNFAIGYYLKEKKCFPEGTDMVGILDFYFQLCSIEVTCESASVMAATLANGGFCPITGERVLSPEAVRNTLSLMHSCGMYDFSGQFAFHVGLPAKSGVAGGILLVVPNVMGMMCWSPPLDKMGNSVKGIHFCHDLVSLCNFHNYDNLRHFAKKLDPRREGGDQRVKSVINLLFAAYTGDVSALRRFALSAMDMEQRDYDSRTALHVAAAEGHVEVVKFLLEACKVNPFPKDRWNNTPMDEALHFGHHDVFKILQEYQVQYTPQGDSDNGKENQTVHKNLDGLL
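Compounds were pin-transferred onto hKGA, after which L-glutamine (1 mM solution) and a detection mix of glutamate oxidase, HRP and Amplex Red were added. Initial and 30 min RT fluorescence reads were collected.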
PI4K2A block = inhibitors of human PI4K2A; AID 1346378; purified PI4K2A, ADP-Glo luminescence, 1 h; hits give low values; 420,000 tested, 0.13% active; activity change, negative = inhibition, % at 76.9 µM; in the data active = activity change below about -50%; inconclusive = mostly about -30% to -49%;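 also: -100% = wells without enzyme as full effect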
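In this quantitative HTS, ADP production by PI4K2A was quantified luminescently after 1 h at ambient temperature; 100 microM adenosine served as plate-quality control.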
Tb PGK inh = T. brucei PGK inhibition; P07378; PGK/GAPDH coupled, Kinase-Glo luminescence, 60 min; Potency, µM (top dose mostly 57.5 µM), without a hit: at the highest dose activity change, negative = inhibition, actives largely listed as inhibitors; 380,000 tested, 0.043% active; also: potency is read from the fitted curve at half-maximal effect; % is scaled to controls: 0 for no effect and ±100 for the full control effect; nearly all actives have a fitted effect of over 60% in size
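Luminescent ATP detection (Kinase-Glo Plus) follows a 60-minute room-temperature incubation, with wells lacking PGK as controls. Buffer: 100 mM TEA (pH 7.6), 5 mM MgCl2, 0.01% Tween-20. Coupling enzyme GAPDH (100 nM final) supplies unstable 1,3-BPG in-well.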
HP1b binding inh = inhibitors of HP1-beta chromodomain binding to methylated histone tails; AlphaScreen HP1-beta / biotin-H3K9me3 peptide binding; Potency, µM (doses to about 114 µM), without a hit: at the top dose activity change, negative = inhibition, most hits filed as inhibitors; AID 540317; P83916; 390,000 tested, 0.56% active; also: potency is read from the fitted curve at half-maximal effect; nearly all actives have a fitted effect of over 70% in size; inactives centre near 23
Target sequence (P83916 whole entry, looked up): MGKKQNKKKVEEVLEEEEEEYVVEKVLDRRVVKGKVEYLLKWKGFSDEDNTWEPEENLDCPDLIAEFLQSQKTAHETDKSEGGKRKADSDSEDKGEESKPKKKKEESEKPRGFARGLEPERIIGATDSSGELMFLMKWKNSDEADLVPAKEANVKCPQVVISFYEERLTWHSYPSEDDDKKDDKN
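AlphaScreen: HP1-beta (50 nM) preformed 30 min with biotin-H3(1-18)K9me3 peptide (50 nM) in PBS pH 7.4, 0.01% Tween-20. Compound added for 30 min at RT, then streptavidin donor/nickel chelate acceptor beads (10 ug/mL) for 30 min.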
Pin1 inh = blocks the human prolyl isomerase Pin1 | Pin1 FP peptide displacement, HiFluor488, 10 min | Potency, µM (top dose mostly 115 µM), for the others: at the top dose activity, negative = inhibition, usual class: inhibitors | 390,000 tested, 0.009% active | AID 504891; active = well fitted inhibition curve with a large enough effect in the polarisation, with a control signal flat, not every such curve was filed as active; inconclusive = small, poorly fitted or top-dose-only effect, or effect the other way, or a change in a side signal; inactive = no such curve, though single readings can be large or run the other way; the % refers to the polarisation; also: potency is read from the fitted curve at half-maximal effect; % is scaled to controls: 0 for no effect and ±100 for the full control effect
Target sequence (Q13526 whole entry, looked up): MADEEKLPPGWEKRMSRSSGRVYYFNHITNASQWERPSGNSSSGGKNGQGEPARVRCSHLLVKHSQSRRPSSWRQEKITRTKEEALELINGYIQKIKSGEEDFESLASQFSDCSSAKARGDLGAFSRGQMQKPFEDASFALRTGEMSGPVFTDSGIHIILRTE
TrxR1 inh = blocks rat thioredoxin reductase 1 | recombinant rTrxR1, NADPH fluorescence consumption, selenite substrate | O89049 | Potency, µM (top dose mostly 114 µM), inactives show top-dose activity change, negative = inhibition, hits mostly inhibitors | AID 588453 | 390,000 tested, 1% active; also: potency is read from the fitted curve at half-maximal effect; % is scaled to controls: 0 for no effect and ±100 for the full control effect; nearly all actives have a fitted effect of over 65% in size
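Rat TrxR1 (90 nM in the dispensed reagent) was pre-reduced with 400 uM NADPH for 5 min at room temperature, then incubated with compound for 15 min. After 400 uM selenite was added, NADPH fluorescence (Ex 340/Em 450 nm) was followed for 8 min.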
mIDH1 inhibitor = inhibitors of human mutant IDH1 R132H | Potency, µM (top dose mostly 76.6 µM), inactives show at the highest dose activity change, negative = inhibition, hits mostly inhibitors | AID 602179 | O75874 | IDH1-R132H enzyme, NADPH consumption, diaphorase/resazurin fluorescence | 390,000 tested, 0.093% active; also: potency is read from the fitted curve at half-maximal effect; % is scaled to controls: 0 for no effect and ±100 for the full control effect; nearly all actives have a fitted effect of over 65% in size
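IDH1-R132H (0.5 ug/mL dispensed) in pH 7.5 Tris buffer was preincubated 30 min with compound, then given a substrate mix of 0.016 mM NADPH and 2 mM alpha-KG for 80 min at room temperature; remaining NADPH was read by diaphorase/resazurin fluorescence.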
TrxR1 substrate = is turned over as a substrate by rat TrxR1. purified TrxR1 substrate turnover, NADPH consumption readout. O89049. 390,000 tested, 0.01% active. Potency, µM (doses to about 114 µM), inactives show at the highest dose activity change, negative = substrate turnover; also: potency is read from the fitted curve at half-maximal effect; % is scaled to controls: 0 for no effect and ±100 for the full control effect; nearly all actives have a fitted effect of over 50% in size
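Rat TrxR1, dispensed at 90 nM, was prereduced with 400 uM NADPH (final) for 5 min at ~22 deg C, then incubated with compound 15 min before 400 uM selenite. A first-read NADPH fluorescence drop versus no-compound background flagged substrates.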
* marks the source's active call; other numbers are inactive results; i = inactive; ? = inconclusive; nt = not tested or not shown; & = joins results of further samples; [ ] = another dose, or the depositor's remark. Unless noted, calls follow the shape of the dose curve; as a rule, active = well fitted curve in the direction sought with a large enough effect; inconclusive = small, poorly fitted or top-dose-only effect, or another doubt; inactive = no such curve, though single readings can be large; an effect the other way counts as inactive or inconclusive.

SMILES	USP1-UAF1 inh	GLS inh	PI4K2A block	Tb PGK inh	HP1b binding inh	Pin1 inh	TrxR1 inh	mIDH1 inhibitor	TrxR1 substrate
O=C(Cn1nc(Cl)nc1Cl)c1ccccc1	-13%	-18%	-1	-6%	24%	-1%	-3%	3%	-4%
Cc1cccc(-n2cnc3cc(C(=O)NCCN4CCOCC4)ccc32)c1	-18%	0%	0	-7%	nt	nt	nt	8%	nt
CCOC(=O)N1CCN(C(=S)NC(=O)c2cc(Br)ccc2Cl)CC1	-7%	15%	-15	13%	7%	-6%	17%[57.1 µM]	2%	15%[57.1 µM]
CCC1(CC)C(=O)NC(=O)NC1=S	0%	0%	2	-2%	8%	-5%	-21%	1%	-7%
O=C(NC1CC(=O)N(c2ccc(F)cc2)C1)C(=O)c1c[nH]c2ccccc12 (centres undefined)	-8%	-21%	-2	-4%	22%	-2%	-11%	4%	-8%
CCCCC(=O)N(Cc1ccc2c(c1)OCO2)Cc1nc2ccccc2c(=O)[nH]1	-2%	-25%	-20	6%	-15%	-1%	4%[57.1 µM]	6%	6%[57.1 µM]
CCCc1nc([N+](=O)[O-])c(S(=O)(=O)c2ccccc2)n1CC(C)C	-12%	8%	19	5%	49%[activator]	5%	2.8µM*	2%	-3%
O=C(O)C(Cc1c[nH]c2ccccc12)NS(=O)(=O)c1cccc(Cl)c1Cl (centres undefined)	1%	15%	-3	i	16%	-3%	9%	6%	-4%
CCOC(=O)[C@@H]1[C@H]2COc3ccccc3[C@@H]2N2C(=O)N(c3ccc(F)cc3)C(=O)[C@@]12C	-9%	-2%	0	-6%	42%[activator]	-1%	-8%[57.1 µM]	-3%	5%
Cc1ccnc2nc(C(=O)OCC(=O)NC3CCC(C)CC3)nn12 (centres undefined)	-5%	-5%	7	-8%	12%	9%	7%	-7%	-3%
COc1ccc(-c2nc(-c3ccc(NC(=O)c4ccncc4)cc3)no2)cc1OC	-13%	-1%	-3	i	37%[activator]	11%	15%	-5%	1%
COc1ccc(Oc2c(Cl)cnn(-c3ccc(Cl)c(Cl)c3)c2=O)cc1	-13%	-3%	3	-5%	38%	-5%	-1%[57.1 µM]	2%	1%[57.1 µM]
Cc1cc(C)nc(N/N=C/c2ccccc2OCc2ccc([N+](=O)[O-])cc2)n1	-3%	10%	-2	-2%	4%	-1%	8%	-1%	4%[57.1 µM]
Cc1ccc(CCNC(=O)C2CCN(S(=O)(=O)c3c(C)nn(C)c3C)CC2)cc1	-12%	-1%	1	-1%	21%	?	11%	17%	1%
COc1ccc(-n2c(=O)c3c(c4cc(OC)ccc4n3C)n(CCC(C)C)c2=O)cc1	-22%	-1%	-7	-4%	52%[activator]	0%	23%	0%	34%
COc1ccc(CNC(=O)CN(C(=O)CCC(=O)Nc2ccccn2)c2cc(C)ccc2C)cc1	-7%	-3%	2	3%	4%	-2%	20%[57.1 µM]	-5%	15%[0.0914 µM]
NC(=O)CC(c1ccccc1)c1ccc2c(c1)OCO2 (centres undefined)	-8%	5%	5	-2%	9%	1%	11%	-2%	6%[57.1 µM]
CCCCN(C)CCNC(=O)c1cc(=O)[nH]c2ccc(S(=O)(=O)N3CCCCCC3)cc12	-16%	1%	-1	i	21%	-7%	22%[57.1 µM]	3%	4%[57.1 µM]
COc1ccc(/C=C/C(=O)Nc2ccc(C)cc2)cc1S(=O)(=O)N1CCOCC1	-10%	1%	2	i	1%	?	20%	-4%	2%
C=CCn1c(SCc2ccccc2C#N)nnc1-c1ccccc1O	2%	22%	1	1%	-9%	1%	12%	1%	1%
O=C(N/C(=C\c1cccc([N+](=O)[O-])c1)C(=O)N(CCO)CCO)c1ccco1	-3%	0%	6	6%	19%	-1%	10%[57.1 µM]	5%	7%[57.1 µM]
Cn1nc(-c2ccc(OCC(=O)Nc3ccccc3)cc2)c2ccccc2c1=O	-4%&-3%	7%	-2&2	-3%	31%&22%	9%&1%	20%&6%	3%	3%&7%
CCN(CC)S(=O)(=O)c1cccc(-c2n[nH]c(=S)n2/N=C/c2ccc(OC)cc2)c1	-21%	-22%	-9	-3%	-13%	2%	-35%	5%	-13%
COc1ccc(-c2nn(-c3ccccc3)cc2/C=N/Nc2ccc3ccccc3n2)cc1OC	-9%	-24%	-2	-3%	2%	26%	0%[57.1 µM]	0%	11%[57.1 µM]
Cn1c(SCC(=O)NNC(=O)c2ccccc2)nnc1C1CC1	-22%	2%	4	-9%	26%	-2%	12%	11%	0%
CCN(CC)C(=O)c1cc2c(=O)n3ccccc3nc2s1	-21%	-3%	-7	-1%	42%	-1%	29%[57.1 µM]	12%	108%[activator][57.1 µM]
NC(CSC12CC3CC(CC(C3)C1)C2)C(=O)O (centres undefined)	-7%	-7%	-2	5%	10%	1%	?	-2%	12%
O=C(COc1ccc(Cl)cc1Br)NCC(c1ccco1)N1CCCC1 (centres undefined)	-5%	-11%	5	-12%	0%	10%	-23%	1%	-14%
CCOC(=O)N1CCN(S(=O)(=O)c2ccc(C(=O)NNc3nc4ccc(Cl)cc4s3)cc2)CC1	-8%	18%	-1	-1%	23%	8%	17%[57.1 µM]	-11%	6%[57.1 µM]
Cn1c2ccccc2n2c(=O)c(=O)n(CC(=O)c3ccc(Cl)cc3)nc12	0%	0%	-1	5%	33%	2%	5%	6%	1%
O=C(NCC1CCCO1)c1cccc(NS(=O)(=O)c2ccc(Br)cc2)c1 (centres undefined)	-5%	0%	-1	2%	23%	10%	26%[57.1 µM]	6%	9%[57.1 µM]
O=C(CCN1CCCCC1)N1CCc2c([nH]c3ccccc23)C1c1cccnc1 (centres undefined)	3%	19%	-6	5%	16%	-5%	-7%[11.4 µM]	4%	8%[57.1 µM]
O=c1c(-c2ccc(Cl)cc2)[n+]([O-])c2ccccc2n1OCc1ccccn1	-7%	5%	-2	0%	13%	0%	-3%	8%	-1%
CC[n+]1cc(C)ccc1/C=C/c1ccc(N(C)C)cc1	?	19%	-1	-1%	-16%	?	-15%[2.29 µM]	-12%	-8%[2.29 µM]
CN(C)C(=S)N=c1ssc(=S)n1Cc1ccccc1	-15%	2%	4	-1%	?	-1%	?	0%	-9%
O=C(c1ccc(Cl)c(S(=O)(=O)NCc2ccco2)c1)N1CCN(c2ccc(F)cc2)CC1	-20%	12%	-2	i	18%	-1%	-31%	3%	2%

Overlap with the part before: 4 compounds, followed by the next part.
SMILES	USP1-UAF1 inh	GLS inh	PI4K2A block	Tb PGK inh	HP1b binding inh	Pin1 inh	TrxR1 inh	mIDH1 inhibitor	TrxR1 substrate
O=c1c(-c2ccc(Cl)cc2)[n+]([O-])c2ccccc2n1OCc1ccccn1	-7%	5%	-2	0%	13%	0%	-3%	8%	-1%
CC[n+]1cc(C)ccc1/C=C/c1ccc(N(C)C)cc1	?	19%	-1	-1%	-16%	?	-15%[2.29 µM]	-12%	-8%[2.29 µM]
CN(C)C(=S)N=c1ssc(=S)n1Cc1ccccc1	-15%	2%	4	-1%	?	-1%	?	0%	-9%
O=C(c1ccc(Cl)c(S(=O)(=O)NCc2ccco2)c1)N1CCN(c2ccc(F)cc2)CC1	-20%	12%	-2	i	18%	-1%	-31%	3%	2%
O=C1CC(N2CCN(S(=O)(=O)c3ccccc3F)CC2)C(=O)N1c1ccc(F)cc1F (centres undefined)	4%	0%	-5	i	41%[activator]	-1%	0%	-7%	-2%
Cc1cc(C)c(NC(=O)NC2CCCCC2)c(C)c1	-12%	1%	-3	i	12%	-3%	-9%	2%	-12%
C=CCn1c(-c2ccc3ncccc3c2)n[nH]c1=S	-9%	-11%	3	-3%	8%	10%	-29%	0%	0%
N#Cc1cn(OCc2ccccc2)c(=O)[nH]c1=O	-4%	16%	2	0%	31%	-2%	6%	4%	-2%
CC(NCc1ccc(F)cc1)C(=O)Nc1cc(S(=O)(=O)N2CCCCC2)ccc1Cl (centres undefined)	-14%	-1%	-4	-9%	27%	11%	10%[57.1 µM]	6%	-4%[57.1 µM]
C=C1CCC2C(C)(C)[C@H](O)CC[C@@]2(C)[C@@H]1COc1cc(=O)oc2ccccc12 (some centres undefined)	-1%	8%	3	4%	3%	?	-8%	8%	-13%
O=C(CCCN1C(=O)C2CC=CCC2C1=O)Nc1ccccc1Cl (centres undefined)	-25%	-2%	0	6%	41%[activator]	-5%	13%	-10%	-2%
Cc1cc2c(cc1S(=O)(=O)Nc1ccc(OC(F)(F)F)cc1)OCC(=O)N2	?	0%&1%	-2&-2	-8%&-10%	58%&33%[activator]	5%&-7%	3%[57.1 µM]	-11%&0%	0%[57.1 µM]
COc1ccc(NC(=O)NCc2c(-n3cccc3)sc3c2CCCC3)c(OC)c1	-7%	-14%	2	i	38%	-8%	6%	-16%	-2%
O=C(NCCCCc1ccccc1)Nc1cccc(F)c1	-27%	4%	-23	-14%	108%[activator]	-5%	22%	0%	2%
O=c1c2[nH]c3ccc(F)cc3c2ncn1CCN1CCOCC1	-3%	9%	-5	-7%	47%	1%	-7%[57.1 µM]	-4%	15%[57.1 µM]
CCC(C)NCC(=O)Nc1ccc([N+](=O)[O-])cc1C(=O)Nc1ccccc1F (centres undefined)	-16%	-1%	2	9%	34%	1%	-13%	-7%	-11%

Not all compounds are listed (hit frequency here may not be typical).
